Assay outcomes: PubChem, several laboratories
Anthrax LF inh2 = Bacillus anthracis LF protease inhibitors, primary screen, biochemical, multiplex microsphere, MLPCN library; inhibition, % at 10 µM; AID 588501, 2011; multiplex microsphere protease cleavage assay; 0.12% of 360,000 active; Lethal factor (Bacillus anthracis), P15917; note: plate controls were buffer without enzyme for full effect and enzyme alone for no effect
Target sequence (P15917 whole entry, looked up): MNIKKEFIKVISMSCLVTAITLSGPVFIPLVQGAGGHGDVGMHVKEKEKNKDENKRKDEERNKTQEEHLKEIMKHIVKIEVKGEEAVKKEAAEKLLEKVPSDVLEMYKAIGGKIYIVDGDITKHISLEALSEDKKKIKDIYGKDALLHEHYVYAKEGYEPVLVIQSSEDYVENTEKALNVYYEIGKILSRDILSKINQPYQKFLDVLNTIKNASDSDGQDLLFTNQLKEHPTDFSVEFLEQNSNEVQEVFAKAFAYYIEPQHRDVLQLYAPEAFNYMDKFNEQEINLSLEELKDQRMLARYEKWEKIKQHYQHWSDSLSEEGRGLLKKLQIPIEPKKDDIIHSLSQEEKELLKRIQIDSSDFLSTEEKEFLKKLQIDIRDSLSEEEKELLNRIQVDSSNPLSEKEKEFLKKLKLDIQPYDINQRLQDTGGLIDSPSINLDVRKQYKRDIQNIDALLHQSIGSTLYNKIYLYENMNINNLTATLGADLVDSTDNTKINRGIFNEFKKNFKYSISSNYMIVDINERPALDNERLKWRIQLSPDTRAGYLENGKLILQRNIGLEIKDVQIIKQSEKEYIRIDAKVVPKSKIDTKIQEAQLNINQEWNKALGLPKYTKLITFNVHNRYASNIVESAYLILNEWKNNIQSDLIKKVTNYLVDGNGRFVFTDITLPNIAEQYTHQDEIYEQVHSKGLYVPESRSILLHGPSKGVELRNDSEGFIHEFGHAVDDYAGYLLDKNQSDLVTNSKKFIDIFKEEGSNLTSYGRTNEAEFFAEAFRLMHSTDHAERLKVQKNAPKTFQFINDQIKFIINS
BoNT A protease = BoNT/A light chain protease inhibitors, primary screen, biochemical, flow cytometry, MLPCN library; Botulinum neurotoxin type A light chain protease (Clostridium botulinum A str. ATCC 3502); 0.17% of 360,000 active; AID 588499, 2011; inhibition, % at 10 µM; multiplex microsphere protease substrate cleavage; note: plate controls were buffer without enzyme for full effect and enzyme alone for no effect
CCHFV vOTU inh = CCHFV vOTU protease inhibitors, primary screen, biochemical, Pep-AMC substrate, fluorescence. inhibition, % at 11.5 µM. 0.55% of 370,000 active; in the data active = inhibition above about 30%; note: 0% = vehicle wells with enzyme and 100% = no enzyme wells
TcdB inh = TcdB glycohydrolase inhibitors, primary screen, biochemical, single point, plate reader | TcdB glycohydrolase enzymatic assay | inhibition, % at 9.99 µM | 0.24% of 350,000 active | Toxin B (Clostridioides difficile), P18177; in the data active = inhibition above about 10%
BoNT F protease = BoNT/F light chain protease inhibitors, primary screen, biochemical, flow cytometry, MLPCN library; inhibition, % at 10 µM; 0.22% of 360,000 active; Multiplex microsphere protease cleavage assay; in the data active = inhibition above about 35%, passing the limit was not always enough; inconclusive = no clear call, values can overlap the other calls; note: plate controls were buffer without enzyme for full effect and enzyme alone for no effect
PfHsp40 yeast = rescue of yeast from PfHsp40 toxicity, primary screen, S. cerevisiae, ATP luminescence; 0.68% of 340,000 active; growth rescue, % at 12.5 µM; S. cerevisiae expressing PfHsp40, growth rescue; in the data active = growth rescue above about 28%, passing the limit was not always enough; inconclusive = no clear call, values can overlap the other calls;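 note: yeast W303a lacking pdr1 and pdr3 grown in galactose medium; growth measured after three days at 30 °C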
PrPC TRFRET = inhibitors of human cell surface prion protein PrPC, primary screen, cell-based, TR-FRET; TR-FRET read-out; inhibition, % at 13.8 µM; 0.43% of 370,000 active; AID 720596, 2013; in the data active = inhibition above about 24%; note: 0% = median of the test wells and 100% = reference compound wells
Yp Topo-I inh = Yersinia pestis topoisomerase I inhibitors, primary screen, biochemical, cleavage product accumulation, plate reader, single point | DNA topoisomerase I (Yersinia pestis CO92) | Y. pestis Topo-I cleavage product accumulation | activity, % at 10 µM | 0.064% of 360,000 active; in the data active = activity above about 50%, passing the limit was not always enough; inconclusive = no clear call, values can overlap the other calls; note: inactives centre near 2
FadD28 binding = inhibitors of FadD28 bisubstrate probe binding, primary screen, biochemical, fluorescence polarization, single point; 0.22% of 360,000 active; AID 588549, 2011; inhibition, % at 12.5 µM; Mycobacterium tuberculosis FadD28 fatty-acid-AMP ligase; in the data active = inhibition above about 8.5%, passing the limit was not always enough; inconclusive = no clear call, values can overlap the other calls
* hit, by the source's call. Cut-off read from the data, not from the text of the source, unless noted: active = inhibition above about 30%; inconclusive = no clear call, values can overlap the other calls; inactive = below that.

What do the screens show for `Cc1cc(C)c2c(CN3CCN(Cc4ccccc4)CC3)cc(=O)oc2c1C`?
Anthrax LF inh2: -2; BoNT A protease: -3.1; CCHFV vOTU inh: 18; TcdB inh: 1.2; BoNT F protease: -21; PfHsp40 yeast: 1.7; PrPC TRFRET: 2; Yp Topo-I inh: -3; FadD28 binding: -0.4

How did CC1(C)Cc2ccccc2-c2nc3n(c(=O)c21)CCCS3 do in these assays?
Anthrax LF inh2: -2; BoNT A protease: 0.3; CCHFV vOTU inh: -3; TcdB inh: 0.3; BoNT F protease: -6; PfHsp40 yeast: 1.1; PrPC TRFRET: -5; Yp Topo-I inh: 18; FadD28 binding: 0.6

How did Cc1csc(/C(=N\O)c2csc(C)n2)n1 do in these assays?
Anthrax LF inh2: -4; BoNT A protease: 0.0; CCHFV vOTU inh: 6; TcdB inh: 1.5; BoNT F protease: -5; PfHsp40 yeast: 3.2; PrPC TRFRET: -1; Yp Topo-I inh: -2; FadD28 binding: -1.2

What do the screens show for `O=C(Nc1ccc(Cl)c(S(=O)(=O)N2CCCCC2)c1)C1=COCCO1`?
CCHFV vOTU inh: -5; TcdB inh: 1.0; PfHsp40 yeast: 1.6; PrPC TRFRET: 1; Yp Topo-I inh: 8; FadD28 binding: -1.6

Results for N#CCCn1cc(C(=O)NCc2ccccc2)c(-c2ccccc2)n1 ?
Anthrax LF inh2: -1; BoNT A protease: -1.0; CCHFV vOTU inh: 0; TcdB inh: 4.7; BoNT F protease: -3; PfHsp40 yeast: 0.6; PrPC TRFRET: 1; Yp Topo-I inh: -5; FadD28 binding: -2.8

How did CCOc1ccccc1N1CC(C(=O)NC2CCCCCC2)CC1=O (stereo not drawn) do in these assays?
Anthrax LF inh2: 8; BoNT A protease: -0.1; CCHFV vOTU inh: 9; TcdB inh: 2.2; BoNT F protease: -2; PfHsp40 yeast: 0.0; PrPC TRFRET: -8; Yp Topo-I inh: 3; FadD28 binding: -0.1

How did O=C1C(Cc2c[nH]c3ccccc23)NC(=S)N1Cc1ccccc1 (stereo not drawn) do in these assays?
Anthrax LF inh2: -5; BoNT A protease: 0.6; CCHFV vOTU inh: 4; TcdB inh: 0.8; BoNT F protease: -4; PfHsp40 yeast: 1.2; PrPC TRFRET: -2; Yp Topo-I inh: -16; FadD28 binding: -2.0

Results for COc1ccc(CN(C)C(=O)C2CSC3(C)CCC(=O)N23)cc1 (stereo not drawn) ?
Anthrax LF inh2: -1; BoNT A protease: -0.1; CCHFV vOTU inh: -6; TcdB inh: 1.1; BoNT F protease: -5; PfHsp40 yeast: 0.3; PrPC TRFRET: -6; Yp Topo-I inh: 7; FadD28 binding: -4.1

How did O=C(COC(=O)c1cccc(S(=O)(=O)N2CCc3ccccc32)c1)Nc1ncc(C(F)(F)F)cc1Cl do in these assays?
Anthrax LF inh2: 1; BoNT A protease: 0.3; CCHFV vOTU inh: -17; BoNT F protease: -4; PfHsp40 yeast: 1.3; PrPC TRFRET: 3; Yp Topo-I inh: 0; FadD28 binding: -1.8

What do the screens show for `COc1ccc(C2/C=C\CN(CC3CC3)CC(=O)N2Cc2ccc(F)cc2)cc1` (stereo not drawn)?
Anthrax LF inh2: 5; BoNT A protease: -0.2; CCHFV vOTU inh: -4; TcdB inh: 2.4; BoNT F protease: 0; PfHsp40 yeast: 0.1; PrPC TRFRET: 4; Yp Topo-I inh: 15; FadD28 binding: 1.3

Results for CCCN(CCC)CCCNC(=O)c1cn(C)c2ccc(S(=O)(=O)N(C)C3CCCCC3)cc2c1=O ?
Anthrax LF inh2: -1; BoNT A protease: -0.4; CCHFV vOTU inh: -1; TcdB inh: -0.6; BoNT F protease: -3; PfHsp40 yeast: -0.3; PrPC TRFRET: -5; Yp Topo-I inh: 20; FadD28 binding: -1.6

Results for CC1CC(C)CN(c2ccc(-n3cnnn3)cc2[N+](=O)[O-])C1 (stereo not drawn) ?
Anthrax LF inh2: -2; BoNT A protease: 0.0; CCHFV vOTU inh: -4; BoNT F protease: -5; PfHsp40 yeast: 0.0; PrPC TRFRET: -6; Yp Topo-I inh: 19; FadD28 binding: -1.8

What do the screens show for `CC(=O)O[C@H]1C(=O)[C@@]2(C)C([C@H](OC(=O)c3ccccc3)[C@]3(O)C[C@H](O)C(C)=C1C3(C)C)[C@]1(OC(C)=O)CO[C@@H]1C[C@H]2O` (stereo partly drawn)?
Anthrax LF inh2: -2; BoNT A protease: -0.8; CCHFV vOTU inh: 0; TcdB inh: 0.9; BoNT F protease: -6; PfHsp40 yeast: 1.1; PrPC TRFRET: 1; Yp Topo-I inh: -5; FadD28 binding: -2.5

What do the screens show for `COCCCNC(=O)/C=C/[C@H]1O[C@@H](n2cnc3c(NC(=O)c4ccccc4)ncnc32)[C@H](O)[C@@H]1O`?
Anthrax LF inh2: 1; BoNT A protease: 0.4; CCHFV vOTU inh: -1; TcdB inh: 0.4; BoNT F protease: -4; PrPC TRFRET: 0; FadD28 binding: 2.2

Results for O=C(N/N=C/c1cn(-c2ccccc2)nc1-c1cccs1)c1ccc(Cl)cc1 ?
Anthrax LF inh2: -2; BoNT A protease: -1.0; CCHFV vOTU inh: -4; BoNT F protease: -5; PfHsp40 yeast: 12; PrPC TRFRET: 0; Yp Topo-I inh: -8; FadD28 binding: -3.3

What do the screens show for `Cc1ccc(C(=O)N/N=C/c2nc3ccccc3n2C)cc1`?
Anthrax LF inh2: 4; BoNT A protease: 0.0; CCHFV vOTU inh: -2; BoNT F protease: 0; PfHsp40 yeast: 1.7; PrPC TRFRET: -5; Yp Topo-I inh: 5; FadD28 binding: -1.2

What do the screens show for `O=C(NCc1ccccc1)c1cccc(COc2ccc(Cl)cc2)c1`?
Anthrax LF inh2: -1; BoNT A protease: -0.3; CCHFV vOTU inh: 17; BoNT F protease: 9; PfHsp40 yeast: 16; PrPC TRFRET: 7; Yp Topo-I inh: 23; FadD28 binding: -6.4

What do the screens show for `COC(=O)COc1cc(OCC(=O)OC)c2c(-c3ccccc3)cc(=O)oc2c1`?
Anthrax LF inh2: 3; BoNT A protease: -2.0; CCHFV vOTU inh: -9; TcdB inh: -0.7; BoNT F protease: -4; PfHsp40 yeast: 0.1; PrPC TRFRET: 10; Yp Topo-I inh: 5; FadD28 binding: -3.4

What do the screens show for `O=C(Nc1ccc(S(=O)(=O)N2CCCC2)cc1)C1CC(=O)N(c2ccccc2)C1` (stereo not drawn)?
Anthrax LF inh2: -4; BoNT A protease: -0.1; CCHFV vOTU inh: 1; TcdB inh: 2.1; BoNT F protease: 2; PfHsp40 yeast: 1.0; PrPC TRFRET: -1; Yp Topo-I inh: 8; FadD28 binding: -1.7

What do the screens show for `COCCn1c(=O)c2c(nc3n2CCCN3Cc2ccccc2)n(C)c1=O`?
Anthrax LF inh2: 9; BoNT A protease: -3.9; CCHFV vOTU inh: 12; TcdB inh: 0.3; BoNT F protease: 4; PfHsp40 yeast: -1.6; PrPC TRFRET: 12; Yp Topo-I inh: 1

A portion taken from the entries so far:
What do the screens show for `O=C(NCc1ccccc1)c1cccc(COc2ccc(Cl)cc2)c1`?
Anthrax LF inh2: -1; BoNT A protease: -0.3; CCHFV vOTU inh: 17; BoNT F protease: 9; PfHsp40 yeast: 16; PrPC TRFRET: 7; Yp Topo-I inh: 23; FadD28 binding: -6.4

What do the screens show for `COC(=O)COc1cc(OCC(=O)OC)c2c(-c3ccccc3)cc(=O)oc2c1`?
Anthrax LF inh2: 3; BoNT A protease: -2.0; CCHFV vOTU inh: -9; TcdB inh: -0.7; BoNT F protease: -4; PfHsp40 yeast: 0.1; PrPC TRFRET: 10; Yp Topo-I inh: 5; FadD28 binding: -3.4

What do the screens show for `O=C(Nc1ccc(S(=O)(=O)N2CCCC2)cc1)C1CC(=O)N(c2ccccc2)C1` (stereo not drawn)?
Anthrax LF inh2: -4; BoNT A protease: -0.1; CCHFV vOTU inh: 1; TcdB inh: 2.1; BoNT F protease: 2; PfHsp40 yeast: 1.0; PrPC TRFRET: -1; Yp Topo-I inh: 8; FadD28 binding: -1.7

What do the screens show for `COCCn1c(=O)c2c(nc3n2CCCN3Cc2ccccc2)n(C)c1=O`?
Anthrax LF inh2: 9; BoNT A protease: -3.9; CCHFV vOTU inh: 12; TcdB inh: 0.3; BoNT F protease: 4; PfHsp40 yeast: -1.6; PrPC TRFRET: 12; Yp Topo-I inh: 1

Going on with the list.
Results for COC(=O)CNC(=O)c1cccs1 ?
Anthrax LF inh2: 0; BoNT A protease: 1.6; CCHFV vOTU inh: 1; BoNT F protease: -8; PfHsp40 yeast: 1.0; PrPC TRFRET: -2; Yp Topo-I inh: -11; FadD28 binding: -2.5

What do the screens show for `CCC(C)NC(=O)Nc1ccc2c(c1)N(C)C(=O)c1ccccc1S2` (stereo not drawn)?
Anthrax LF inh2: -1; BoNT A protease: -0.2; CCHFV vOTU inh: -3; BoNT F protease: 1; PfHsp40 yeast: -0.9; PrPC TRFRET: -6; Yp Topo-I inh: -3; FadD28 binding: -6.2

What do the screens show for `Cc1cc2c(cc1S(=O)(=O)N1CCN(c3cccc(C(F)(F)F)c3)CC1)OCC(=O)N2`?
Anthrax LF inh2: -1; BoNT A protease: -0.7; CCHFV vOTU inh: 15; TcdB inh: 0.2; BoNT F protease: -2; PfHsp40 yeast: -1.3; PrPC TRFRET: 2; Yp Topo-I inh: 5; FadD28 binding: 0.8

What do the screens show for `N#C/C(=C(/O)COC(=O)Cc1c[nH]c2ccccc12)c1nc2ccccc2[nH]1`?
Anthrax LF inh2: -9; BoNT A protease: 0.8; CCHFV vOTU inh: 2; BoNT F protease: -4; PfHsp40 yeast: 80*; PrPC TRFRET: -2; Yp Topo-I inh: 3; FadD28 binding: -1.6

Results for COc1ccc(-c2noc(C3CCCN(C(=O)c4c(F)cccc4F)C3)n2)cc1OC (stereo not drawn) ?
Anthrax LF inh2: -3; BoNT A protease: 4.9; CCHFV vOTU inh: -12; TcdB inh: 0.8; BoNT F protease: -12; PfHsp40 yeast: -0.9; PrPC TRFRET: -4; Yp Topo-I inh: 8; FadD28 binding: -1.7

How did COc1ccc(CC(=O)NCCc2ccc(S(N)(=O)=O)cc2)cc1 do in these assays?
Anthrax LF inh2: 1; BoNT A protease: inconclusive; CCHFV vOTU inh: 0; BoNT F protease: 3; PfHsp40 yeast: 0.0; PrPC TRFRET: 6; Yp Topo-I inh: 3; FadD28 binding: -0.8

What do the screens show for `COc1cccc(CN(C)C(=O)c2ccccc2Sc2ccccc2C#N)c1`?
Anthrax LF inh2: 1; BoNT A protease: 0.5; CCHFV vOTU inh: 6; TcdB inh: -0.3; BoNT F protease: -7; PfHsp40 yeast: 1.6; PrPC TRFRET: 2; Yp Topo-I inh: 32; FadD28 binding: -1.6

What do the screens show for `O=C(O)C1CC(=O)N(c2ccc(OCc3c(F)cccc3Cl)cc2)C1` (stereo not drawn)?
Anthrax LF inh2: 5; BoNT A protease: -0.3; CCHFV vOTU inh: 8; BoNT F protease: -8; PfHsp40 yeast: -0.6; PrPC TRFRET: 9; Yp Topo-I inh: 11; FadD28 binding: -0.8

How did CCc1cccc(NC(=O)C2CCCN(c3ncnc4c3nc3n4CCCCC3)C2)c1 (stereo not drawn) do in these assays?
Anthrax LF inh2: -1; BoNT A protease: -0.8; CCHFV vOTU inh: 18; TcdB inh: -1.4; BoNT F protease: -4; PfHsp40 yeast: 9.2; PrPC TRFRET: 6; Yp Topo-I inh: 31; FadD28 binding: -2.0
